Anthrax LF inh2: inhibitors of Bacillus anthracis lethal factor protease; P15917; multiplex microsphere protease cleavage assay, LF; inhibition, % at 10 µM; 360,000 compounds, 0.12% hits; note: plate controls were buffer without enzyme for full effect and enzyme alone for no effect
BoNT-A LC inh2: inhibitors of Botulinum neurotoxin A light chain protease | AID 588499 | multiplex microsphere protease substrate cleavage, flow cytometry | 360,000 compounds, 0.17% hits | inhibition, % at 10 µM; note: plate controls were buffer without enzyme for full effect and enzyme alone for no effect
TcdB inh: inhibitors of Clostridioides difficile toxin B glycohydrolase | 350,000 compounds, 0.24% hits | inhibition, % at 9.99 µM | TcdB glycohydrolase enzymatic assay, plate reader | P18177; in the data active = inhibition above about 10%
PrPC surface inh: inhibitors of human cell surface prion protein PrPC; TR-FRET read-out; inhibition, % at 13.8 µM; 370,000 compounds, 0.43% hits; in the data active = inhibition above about 24%; note: 0% = median of the test wells and 100% = reference compound wells
PfHsp40 yeast: compounds rescuing yeast from Plasmodium falciparum HSP40 toxicity; S. cerevisiae expressing PfHsp40, growth rescue, ATP luminescence; 340,000 compounds, 0.68% hits; AID 504582; growth rescue, % at 12.5 µM; in the data active = growth rescue above about 28%, passing the limit was not always enough; inconclusive = no clear call, values can overlap the other calls;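 note: yeast W303a lacking pdr1 and pdr3 grown in galactose medium; growth measured after three days at 30 °C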
CCHF vOTU inh: CCHFV vOTU protease inhibition; Pep-AMC fluorescence; inhibition, % at 11.5 µM; 370,000 compounds, 0.55% hits; AID 651958; in the data active = inhibition above about 30%; note: 0% = vehicle wells with enzyme and 100% = no enzyme wells
BoNT F protease: BoNT F light chain protease inhibition; Multiplex microsphere protease cleavage assay, flow cytometry; inhibition, % at 10 µM; 360,000 compounds, 0.22% hits; AID 588497; in the data active = inhibition above about 35%, passing the limit was not always enough; inconclusive = no clear call, values can overlap the other calls; note: plate controls were buffer without enzyme for full effect and enzyme alone for no effect
FadD28 FP inh: blocks FadD28 binding to the bisubstrate probe. fluorescence polarization. inhibition, % at 12.5 µM. 360,000 compounds, 0.22% hits. AID 588549; in the data active = inhibition above about 8.5%, passing the limit was not always enough; inconclusive = no clear call, values can overlap the other calls
Y pestis TopoI: Y. pestis Topo-I inhibition via cleavage products; Y. pestis Topo-I cleavage product accumulation, plate reader; 360,000 compounds, 0.064% hits; AID 504884; activity, % at 10 µM; in the data active = activity above about 50%, passing the limit was not always enough; inconclusive = no clear call, values can overlap the other calls; note: inactives centre near 2
An asterisk follows results filed as active; ? = inconclusive; . = no result given; & = joins results of further samples. Cut-off read from the data, not from the text of the source, unless noted: active = inhibition above about 30%; inconclusive = no clear call, values can overlap the other calls; inactive = below that.

SMILES | Anthrax LF inh2 | BoNT-A LC inh2 | TcdB inh | PrPC surface inh | PfHsp40 yeast | CCHF vOTU inh | BoNT F protease | FadD28 FP inh | Y pestis TopoI
CCCCn1c(N)c(N(Cc2ccccc2OC)C(=O)C(C)Oc2ccc(F)cc2)c(=O)[nH]c1=O (stereo not given) | -2 | 1.5 | 1.9 | -4 | -0.6 | -2 | -7 | 0.1 | 3
CC(C)(C)NC(=S)NC(=O)C12CCC3CC(CC(C3)C1)C2 | -1 | 0.0 | -0.3 | -5 | 1.5 | 3 | -3 | -2.4 | -4
Cc1cc(C)c2c(n1)sc1c(=O)n(CC(=O)c3ccccc3)cnc12 | -3 | -1.5 | 1.8 | 8 | 0.3 | -10 | ? | -0.8 | -6
CC(C)CC(=O)Nc1ccc(-c2cn3cccnc3n2)cc1 | -5 | -1.7 | 1.7 | -5 | -0.1 | -372 | -8 | -0.7 | 7
NNC(=O)c1csc(-c2ccc(C(F)(F)F)cc2Cl)n1 | 20 | 1.3 | 0.6 | -1 | 0.5 | 16 | ? | -0.6 | 8
Cc1c(NC(=S)NC(=O)c2ccc(-c3ccc(Cl)cc3)o2)cccc1C(=O)O | 5 | -2.2 | 0.7 | 2 | 0.4 | -13 | -3 | -0.8 | 0
COc1ccc(N2CCN(CC(O)COC(c3ccc(F)cc3)c3ccc(F)cc3)CC2)cc1 (stereo not given) | -1 | -1.7 | 2.1 | -9 | 0.9 | 8 | -9 | -3.9 | 21
O=[N+]([O-])c1ccc(N/N=C/c2ccccc2O)cc1 | -4 | -5.5 | 1.0 | 0 | -1.8 | 14 | ? | -1.2 | -30
COCCNC(=O)COc1ccc(C)cc1C(=O)c1cc(C#N)c(=O)n(C2CC2)c1 | -3 | -0.4 | 1.2 | 6 | -1.2 | -12 | -5 | -3.3 | 7
Clc1ccc(-c2cnc3n2CCCCC3)cc1 | -1 | -0.5 | 6.0 | 2 | -1.0 | 2 | -7 | -1.1 | 8
O=C(NCCCl)Nc1cccc(Br)c1 | 1 | 0.5 | -0.6 | -1 | 0.0 | 3 | 1 | 0.0 | 4
COC(=O)C1CN(C(=O)C(C)Oc2ccc(C(C)C)cc2)c2ccccc2O1 (stereo not given) | 10 | -0.6 | 0.2 | -5 | 1.7 | 5 | 9 | -1.6 | 16
O=C(Nc1ccc(N2CCOCC2)cc1)c1ccc2nc(-c3ccco3)c(-c3ccco3)nc2c1 | -2 | 1.8 | . | -10 | 0.8 | 9 | 15 | -1.0 | -2
Cc1ccccc1OCC(=O)Nc1ccc(N2CCN(C)CC2)c(Cl)c1 | -1 | 0.1 | 1.3 | -11 | 1.7 | 5 | -3 | -0.1 | 5
O=C(COc1ccc2c3c(c(=O)oc2c1)CCC3)NCc1cccnc1 | 4 | 7.1 | 0.6 | -1 | 0.0 | -14 | 6 | -4.2 | -9
O=C(C1=C[C@@H](c2csc3ccccc23)C[C@@H](OCc2ccc(CO)cc2)O1)N1CCOCC1 | 0 | -0.1 | -0.3&1.8 | -6 | 0.8 | 3 | -3 | -3.2 | 20
Cc1cc(C)n(CCC(=O)N=Nc2c(O)[nH]c3ccccc23)n1 | -5 | -0.8 | 1.3 | -19 | -0.7 | -5 | -2 | -1.6 | -2
Cc1ccccc1/C=N/Nc1ccnc2cc(Cl)ccc12 | -1 | 0.9 | 1.2 | 0 | 1.2 | 10 | -3 | -2.8 | -21
COc1ccc(CCNC(=O)C2CCN(S(=O)(=O)c3ccc(C)cc3)CC2)cc1OC | -8 | -0.5 | 0.2 | 0 | -0.9 | 0 | -8 | -0.5 | -3
CCOc1ccccc1OCC(=O)OCC(=O)Nc1ncc(Cl)cc1Cl | -1 | 0.0 | -0.2 | -1 | -0.3 | 18 | -7 | -0.7 | -7
C=CC(C)(C)c1[nH]cnc1/C=C1\NC(=O)C(C(C)C)NC1=O (stereo not given) | -4 | -0.3 | 2.9 | 3 | 3.8 | 0 | -8 | 0.5 | 5
Cn1c(=O)oc2cc(S(=O)(=O)Nc3cccc([N+](=O)[O-])c3)ccc21 | -3 | -2.4 | 0.6 | -7 | -1.2 | 4 | -4 | -0.1 | 0
CS(=O)(=O)N(Cc1ccc(Cl)cc1)c1ccc(C(=O)NCCSc2ccccn2)cc1 | -2 | -0.2 | . | 1 | 1.8 | -4 | -10 | -2.8 | -2
O=C1c2ccccc2C(c2nnnn2-c2ccc3c(c2)OCCO3)N1Cc1ccccc1 (stereo not given) | -4 | 0.5 | 0.7 | 11 | . | -4 | 9 | . | .
CCc1ccccc1NC(=O)CN(c1ccc(OC)cc1OC)S(=O)(=O)c1ccccc1 | 6 | -3.8 | 1.6 | 8 | 0.1 | -2 | -6 | -2.9 | 20
COc1ccc(NC(=O)c2cc(S(=O)(=O)N3CCc4ccccc43)cn2C)c(OC)c1 | -12 | -0.5 | . | . | 0.8 | . | -3 | 0.0 | 33
Cc1ccc(CNS(=O)(=O)c2ccc3c(c2)NC(=O)CO3)cc1 | 2 | -0.1 | -0.3 | -10 | -0.1 | 11 | 4 | -0.3 | 5
Cc1ccccc1NC(=O)CCl | -2 | -1.0 | 0.9 | -7 | -0.7 | 4 | 4 | -1.4 | 7
O=c1[nH]c(=O)n(Cc2ccco2)c(O)c1C=NCCCn1ccnc1 | -3 | -1.2 | . | 0 | -2.0 | 11 | -8 | 0.3 | 17
CN(C)S(=O)(=O)c1ccc(N2CCCC2)c(C(=O)N2CCN(S(=O)(=O)c3ccc(F)cc3)CC2)c1 | -3 | 5.2 | -1.2 | -9 | -0.5 | -2 | -3 | -1.3 | -5
Cc1cc(NC(=O)CCC(=O)N(CC(=O)NC2CCCC2)Cc2ccc3c(c2)OCO3)no1 | 1 | -0.5 | -0.8 | -1 | -0.4 | -14 | 1 | -4.3 | 15
O=C(COc1ccccc1F)Nc1cc(S(=O)(=O)Nc2cccc(Cl)c2)ccc1O | 2 | 2.7 | 0.0 | -6 | 0.4 | 25 | -2 | . | -5
COc1ccc(C(=O)Nc2cc([N+](=O)[O-])ccc2N2CCN(C)CC2)cc1 | -4 | 1.7 | . | -21 | 1.5 | -2 | 0 | -3.0 | -3
COc1ccc([N+](=O)[O-])cc1NC(=O)C(C)Sc1nc(-c2ccccc2)cs1 (stereo not given) | -1 | 2.7 | 0.9 | -3 | -0.3 | -2 | 4 | -1.0 | 2
Cc1noc(/C=C/c2cccs2)c1S(=O)(=O)N1CCC(C(=O)NCCCN2CCCC(C)C2)CC1 (stereo not given) | -6 | 1.2 | -0.6 | -10 | -0.6 | 7 | -5 | -5.4 | -14
COc1ccc(C(C(=O)NC(C)(C)C)N(Cc2cccnc2)C(=O)CCC(=O)Nc2cc(C)on2)cc1 (stereo not given) | 2 | 1.2 | 2.1 | -1 | 0.6 | 8 | -3 | . | 0
O=C(NCc1ccco1)c1ccc([N+](=O)[O-])o1 | -6 | 0.3 | 0.7 | -13 | -1.0 | 23 | -6 | -4.0 | -5
O=C(Nc1cccn2ncnc12)c1ccc(Cl)cc1Cl | -5 | -0.9 | . | 3 | -0.1 | -11 | -10 | -0.8 | -4
Cc1ccc([N+](=O)[O-])cc1S(=O)(=O)Nc1cccc(-c2ccc(N3CCOCC3)nn2)c1 | 0 | -0.2 | 1.2 | 3 | 0.2 | -3 | 5 | -3.6 | 10
COc1ccc(C(=O)Nc2ccccc2C(=O)Nc2cccnc2)cc1 | -6 | -4.0 | 0.6 | 10 | ? | 2 | -22 | -0.9 | 8

In another format: two of the compounds above.
SMILES,Anthrax LF inh2,BoNT-A LC inh2,TcdB inh,PrPC surface inh,PfHsp40 yeast,CCHF vOTU inh,BoNT F protease,FadD28 FP inh,Y pestis TopoI
COc1ccc(C(=O)Nc2ccccc2C(=O)Nc2cccnc2)cc1,-6,-4.0,0.6,10,?,2,-22,-0.9,8
Cc1noc(/C=C/c2cccs2)c1S(=O)(=O)N1CCC(C(=O)NCCCN2CCCC(C)C2)CC1 (stereo not given),-6,1.2,-0.6,-10,-0.6,7,-5,-5.4,-14

Complete entries, looked up by structure.
COc1ccc(C(=O)Nc2cc([N+](=O)[O-])ccc2N2CCN(C)CC2)cc1 across the screens: Anthrax LF inh2 = -4; BoNT-A LC inh2 = 1.7; TcdB inh = .; PrPC surface inh = -21; PfHsp40 yeast = 1.5; CCHF vOTU inh = -2; BoNT F protease = 0; FadD28 FP inh = -3.0; Y pestis TopoI = -3
NNC(=O)c1csc(-c2ccc(C(F)(F)F)cc2Cl)n1 across the screens: Anthrax LF inh2 = 20; BoNT-A LC inh2 = 1.3; TcdB inh = 0.6; PrPC surface inh = -1; PfHsp40 yeast = 0.5; CCHF vOTU inh = 16; BoNT F protease = ?; FadD28 FP inh = -0.6; Y pestis TopoI = 8

(further entries)
SMILES | Anthrax LF inh2 | BoNT-A LC inh2 | TcdB inh | PrPC surface inh | PfHsp40 yeast | CCHF vOTU inh | BoNT F protease | FadD28 FP inh | Y pestis TopoI
COc1ccc(NS(=O)(=O)c2cc(NC(=O)CCc3ccc(OC)c(OC)c3)ccc2N2CCOCC2)cc1 | 2 | -1.2 | 1.5 | -14 | 4.1 | 22 | -21 | 0.4 | 2
CCOc1ccccc1OCC(=O)Nc1c(C)n(C)n(-c2ccccc2)c1=O | -7 | -0.6 | 0.1 | 1 | -1.0 | -8 | -1 | -2.9 | 7
CC(/C=C/C=C/c1ccccc1)=N/NC(=O)C(O)c1ccccc1 (stereo not given) | 2 | ? | 0.0 | -4 | -1.7 | 9 | ? | -2.2 | -1
Cc1ccnc(SC2CC(=O)N(c3ccc([N+](=O)[O-])cc3)C2=O)n1 (stereo not given) | -5 | ? | 0.8 | -7 | -0.1 | -9 | ? | -0.9 | -3
Cc1ccc(NCc2n[nH]c(=S)n2-c2ccccc2)cc1 | -2 | 0.3 | 1.3 | -11 | 0.4 | 5 | -1 | 1.5 | 5
CCCC1CCC(=C(C#N)C(N)=O)CC1 (stereo not given) | -8 | -1.7 | 0.4 | 2 | -2.4 | 6 | 3 | -1.1 | 1
C[C@H]1CCCCO[C@H](CN(C)C(=O)C2CCCCC2)[C@@H](C)CN([C@@H](C)CO)C(=O)c2cc(NC(=O)NC3CCCCC3)ccc2O1 | 5 | 0.2 | 1.9&0.3 | -7 | . | 2 | -1 | -1.2 | 29
COc1ccc(/C=N/NC(=O)CNC(=O)/C=C/c2ccccc2OC)cc1 | 0 | 0.0 | -0.7 | -9 | 1.9 | 8 | 30 | -5.5 | 10
Cc1ccc2c(c1)N(S(=O)(=O)c1cc(-c3onc(C)c3C)ccc1C)CCO2 | -6 | -2.2 | 0.6 | -1 | -1.4 | 12 | 0 | -2.6 | 35
COc1ccc(C(CNC(=O)c2cccc(S(=O)(=O)Nc3cccc(C)c3)c2)N2CCOCC2)cc1 (stereo not given) | ? | ? | -0.1 | 5 | 0.4 | -7 | ? | -2.5 | 17
CC(C)(C)C(=O)Nc1ccc(-c2cc3cc(Cl)ccc3o2)cc1 | -7 | -0.6 | -0.5 | -9 | 0.0 | 3 | 6 | 0.0 | -2
CCc1ccc(N2C(=O)C3C4CCC(C4=C(C)C)C3C2=O)cc1 (stereo not given) | 2 | -0.8 | 2.2 | 0 | 0.1 | 18 | -10 | -3.9 | -2
CCCC(=O)Nc1nc2ccc(OCC)cc2s1 | -2 | 0.0 | 0.5 | -1 | 1.3 | 8 | -8 | -1.5 | -6
O=C(CNS(=O)(=O)c1ccc(Br)cc1)NCc1cccnc1 | -3 | 2.4 | -2.4 | -3 | -0.3 | -2 | 6 | -2.6 | 4
O=C1CN(C(=O)COC(=O)c2ccc(Br)o2)c2ccccc2N1 | -3 | -0.2 | -3.7 | -8 | -0.5 | 12 | -1 | -3.0 | -2
CCOC(=O)C1Cc2ccccc2CN1 (stereo not given) | 10 | 0.0 | . | -2 | 0.4 | 14 | 3 | -2.5 | -1
CCCCCCN1C=C/C(=C\C=C(C#N)C#N)c2ccccc21 | 6 | 20 | -0.1 | -4 | -0.6 | -7 | -26 | 1.9 | 9
O=C(Nc1ccccc1)NC1CC2CCC(C1)N2Cc1nnnn1Cc1ccc2c(c1)OCO2 (stereo not given) | -6 | -2.8 | . | -5 | -1.6 | -8 | -23 | -1.2 | -8
CC(C)CC(NC(=O)c1cccc(Cl)c1)C(=O)O (stereo not given) | -4 | -0.6 | 1.0 | -5 | 1.7 | -8 | 2 | 0.1 | 3
Cc1ccc(S(=O)(=O)N2CCCN(S(=O)(=O)c3ccc4c(c3)OCCO4)CC2)cc1 | -7 | -11 | . | -4 | 1.6 | -11 | -15 | 0.1 | 0

Screening results (PubChem)
